GSK3beta inhib = blocks human GSK3beta kinase activity; GST-GSK3beta kinase, ADP-Glo luminescence, 60 min; stronger effect = lower value; activity score (negative = inhibition), % at 10 µM; actives 0.038% (n = 300,000);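 active = more than half of replicate wells score below -50%, meaning over 50% inhibition versus plate controls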;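 note: 0% = median DMSO wells and -100% = median GW8510 positive control wells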
Target sequence (P49841 whole entry, looked up): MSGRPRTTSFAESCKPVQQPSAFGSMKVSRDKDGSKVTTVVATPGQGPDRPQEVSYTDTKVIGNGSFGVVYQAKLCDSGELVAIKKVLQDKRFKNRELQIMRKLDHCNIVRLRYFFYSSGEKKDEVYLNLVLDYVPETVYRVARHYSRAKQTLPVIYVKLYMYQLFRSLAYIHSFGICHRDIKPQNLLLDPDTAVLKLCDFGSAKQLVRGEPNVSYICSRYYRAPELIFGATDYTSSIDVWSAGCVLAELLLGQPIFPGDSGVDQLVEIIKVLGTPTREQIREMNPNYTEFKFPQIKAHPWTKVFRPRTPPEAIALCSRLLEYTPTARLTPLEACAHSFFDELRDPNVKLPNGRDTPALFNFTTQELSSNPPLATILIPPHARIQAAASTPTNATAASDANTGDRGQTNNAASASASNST
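Test system: GST-fused GSK3beta enzyme, cell-free | Quantity: 1.6 ng GST-GSK3beta enzyme per well | Reagent: 25 µM ATP with peptide substrate | Schedule: 60 min enzyme reaction, room temperature | Signal: Luminescent ADP-Glo measurement of ADP formed | Read-out basis: Score relative to plate controls | Control set: DMSO and 20 µM GW8510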
GSK3 alpha inh = blocks human GSK-3 alpha kinase. ADP-Glo luminescence, 60 min. inhibition, % at 10 µM. actives 0.1% (n = 320,000). AID 2650;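 in the data active = inhibition above about 50%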;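 note: GST-tagged GSK-3 alpha with peptide substrate and 25 µM ATP; 0% = DMSO neutral wells and 100% = GW8510 positive control wells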
Target sequence (P49840 whole entry, looked up): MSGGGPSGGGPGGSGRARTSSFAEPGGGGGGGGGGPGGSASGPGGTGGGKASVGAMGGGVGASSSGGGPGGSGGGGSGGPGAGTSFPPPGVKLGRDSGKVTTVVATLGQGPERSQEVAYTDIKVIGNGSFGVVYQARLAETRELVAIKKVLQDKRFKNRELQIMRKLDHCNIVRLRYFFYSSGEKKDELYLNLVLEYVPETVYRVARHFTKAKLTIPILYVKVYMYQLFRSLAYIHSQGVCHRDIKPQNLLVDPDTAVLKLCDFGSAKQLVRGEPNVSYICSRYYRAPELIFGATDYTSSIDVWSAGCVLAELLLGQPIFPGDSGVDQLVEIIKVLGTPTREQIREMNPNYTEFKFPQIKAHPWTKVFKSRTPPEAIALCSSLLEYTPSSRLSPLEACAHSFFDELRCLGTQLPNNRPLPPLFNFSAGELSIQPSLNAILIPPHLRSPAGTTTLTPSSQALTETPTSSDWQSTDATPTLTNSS
KLF5 inh = kruppel-like factor 5 inhibition | actives 0.23% (n = 290,000) | inhibition, % at 5 µM | DLD-1 KLF5 promoter-luciferase reporter, luminescence | AID 1700;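 active = inhibition above a per-plate limit of that plate's mean compound inhibition plus 3 SD, cut at about 60% in these data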;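 note: 0% = DMSO wells and 100% = LY294002 at 200 µM; higher means less KLF5 promoter-driven luciferase light; inactives centre near -14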
Platelet DG rel = modulates dense granule release in human platelets; AID 1663; actives 0.22% (n = 300,000); inhibition, %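 (compounds screened at 7.5 µM in platelet-rich plasma)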; human platelet-rich plasma, SFLLRN dense granule ATP release, luminescence;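 active = mean replicate score, as percent of positive control, at or above 50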
DYRK1A inh = Dyrk1A (rat) kinase inhibition | actives 0.43% (n = 310,000) | Q63470 | inhibition, % at 12.5 µM | AID 504441 | ADP-Glo luminescence, NFATc1 peptide; in the data active = inhibition above about 50%;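 note: plate controls were vehicle with enzyme for no effect and no enzyme for full effect; many of its hits are not listed in these tables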
HSP90 inh = inhibitors of HSP90 luciferase refolding in rabbit reticulocyte lysate. luciferase refolding luminescence, 3 h. inhibition, % at 5.6 µM. actives 0.91% (n = 290,000);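 active = inhibition above the screen-wide mean plus 3 SD, computed separately per campaign, cut at about 16% in these data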;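 note: 0% = DMSO wells and 100% = 60 µM geldanamycin wells; inhibitors lower the luminescence because luciferase stays unfolded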
HSF1 activator = increases HSF-1 driven luciferase reporter signal; NIH3T3-HGL HSF-1 luciferase reporter, MG132, 8 h; 100% = twice DMSO control signal; activation, % at 9 µM; actives 1.7% (n = 300,000);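 active = mean replicate activation of at least 50% with a set share of replicates each reaching 50%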;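 note: 0% = median of the neutral control wells and 100% = twice that signal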
IEC-6 cytotox = IEC-6 cytotoxicity, counter-screen for KLF5 inhibitors; luminescence viability; inhibition, % at 5 µM; actives 0.78% (n = 290,000); AID 1825; in the data active = inhibition above about 22%;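 note: 0% = plate median of test compound wells and 100% = cytotoxic reference compound wells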
HSF1 inhib = HSF1 inhibition. NIH3T3-HGL HSE-luciferase, MG132-induced, luminescence 8 h; stronger effect = lower value. actives 0.77% (n = 300,000). activity change, negative = inhibition, % at 7.5 µM (by protocol);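 active = more than half of replicate wells show activity change below -50%, luminescence cut by over half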;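 note: luciferase reports HSF-1 transcriptional activity via heat shock element; 0% = median of DMSO wells and -100% = zero luminescence signal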
aSyn UTR inh = MLPCN primary screen, SNCA 5' untranslated region. actives 0.82% (n = 300,000). alpha-synuclein 5'UTR reporter, inhibitor activity. AID 1813. inhibition, % (tested at 7.5 µM); in the data active = inhibition above about 60%;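 note: H4 neuroglioblastoma cells stably carrying SNCA 5'UTR luciferase fusion; 0% = DMSO wells and 100% = positive control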
* hit, by the source's call; nt = no result given. A portion of the library; the hit share may differ from the screen's.

SMILES	GSK3beta inhib	GSK3 alpha inh	KLF5 inh	Platelet DG rel	DYRK1A inh	HSP90 inh	HSF1 activator	IEC-6 cytotox	HSF1 inhib	aSyn UTR inh
O=C(CCNS(=O)(=O)c1ccc(Br)cc1)NC1CCN(Cc2ccccc2)CC1	2	-3	-46	7	-4	-4	4	5	5	22
CC(C)(C)c1ccc(C(=O)N2CCC(C(=O)NCCC3=CCCCC3)CC2)cc1	2	-2	-40	-1	-6	2	-9	0	-6	14
Cc1ccsc1/C=N/NC(=O)c1cccs1	0	0	-37	12	-3	2	21	-1	15	-109
O=C(/C=C/c1ccco1)Nc1cccc(C(=O)Nc2ccccc2C(=O)O)c1	12	1	-6	3	24	-2	-7	-5	-3	10
Cc1ccc(/C=C/C(=O)c2ccccc2O)cc1	2	-3	-12	10	-2	4	8	5	7	-121
COc1ccccc1C(=O)NNC(=O)c1cccc(Cl)c1	1	0	-135	12	2	8	36	0	20	-66
CCOc1ccc2cc(/C=C/C(=O)c3ccco3)c(Cl)nc2c1	-1	4	-14	7	2	4	32	3	15	-172
N#C/C(=C\c1ccc(OC(=O)c2ccc(Br)s2)cc1)c1nc2ccccc2[nH]1	nt	4	-20	nt	-1	-3	nt	-2	nt	nt
O=[N+]([O-])c1ccc(NCCc2ccccc2)c(Br)c1	-1	-1	-9	-8	3	4	-52	-1	-41	-33
CCC(C)N1CC23C=CC(O2)C(C(=O)OCc2ccccc2)C3C1=O (stereo unspecified)	1	-6	-6	nt	2	0	-13	5	-4	1
Cc1oc(-c2ccc(Cl)cc2)cc1C(=O)NC1CCN(Cc2ccccc2)CC1	-3	0	-16	3	nt	1	13	-6	-10	21
COC(=O)CCC(=O)Nc1ccc(S(=O)(=O)N2CCc3ccccc32)cc1	2	4	-29	-1	8	5	22	7	3	-3
Cc1cc(C)cc(C(N)=Nc2cccc(C#N)c2)c1	6	-1	-54	-3	2	-7	11	0	3	-1
CCN(c1ccccc1)S(=O)(=O)c1ccc(OC)c(NC(=O)c2cccs2)c1	0	-1	8	-2	nt	4	8	-4	-3	6
CCOC(=O)c1ccc(COC(=O)CCc2nc3ccccc3[nH]c2=O)o1	3	-4	19	-5	-2	3	-6	-2	4	-24
CCCN(CC1CC1)c1nc(N)c2c(N)nc(OC)cc2c1C#N	-1	0	-20	-24	15	2	0	1	3	8
CCOc1cc(C(=O)N2CCc3cc(OC)c(OC)cc3C2)ccc1OC(F)F	nt	2	74*	nt	nt	3	nt	90*	nt	nt
C[C@H](NC(=O)[C@H]1N2C(=O)c3ccccc3C2SC1(C)C)C(=O)NCC1CCCO1 (stereo partly specified)	1	-1	-16	16	-1	0	-22	-6	-8	-11
CC(=O)NS(=O)(=O)c1ccc(N2C(=O)CC(Sc3nccc(C)n3)C2=O)cc1 (stereo unspecified)	-3	-4	-53	4	-1	-5	1	0	2	22
O=S(=O)(NCc1ccccn1)c1ccccn1	-3	4	-21	8	nt	-2	3	-4	-9	14
Cc1ccc(NC(=O)c2ccccn2)c(Br)c1	-2	1	-40	11	-2	-1	58*	13	30	-103
COCCCNC(=O)/C(C#N)=C/c1c(N2CCN(c3cccc(Cl)c3)CC2)nc2c(C)cccn2c1=O	1	-2	-6	3	-2	7	-4	4	-5	20
O=C(O)/C=C/C(=O)N1CCN(S(=O)(=O)c2cc(C(F)(F)F)ccc2Cl)CC1	-2	0	-16	-3	7	5	-1	1	0	-9
COc1ccc(COCC(O)CN2CCc3ccccc3C2)cc1OC (stereo unspecified)	1	-1	-7	-41	-4	-9	-10	-2	-2	12
CC(=O)Nc1ccc(NC(=O)C2C3CCC(C3)C2C(=O)O)cc1 (stereo unspecified)	-1	-1	-24	4	-2	0	9	1	-5	-11
CS(=O)(=O)N(Cc1ccc(C(=O)NCc2ccco2)cc1)c1ccccc1	2	nt	-29	1	5	4	37	6	-4	10
Cc1ccc2nc(-c3ccccc3O)c(Nc3ccc4c(c3)OCCO4)n2c1	-3	-3	-1	-7	nt	2	15	6	0	-65
CCOc1cc(NC(=O)c2ccccc2C)c(OCC)cc1NC(=O)C1=Cc2ccccc2OC1	2	nt	-19	2	-3	1	-4	-2	-9	53
CC(=O)Nc1ccc(-c2ccccc2)s1	2	13	1	-5	4	-3	10	-2	-6	-1
Cc1ccc(C(=O)CC(C(=O)O)n2ccc(C)n2)cc1 (stereo unspecified)	-1	-5	0	0	-1	-1	-2	0	5	1
CCCCN1CNC(=S)N(Cc2ccccc2)C1	2	-2	-8	-54	-13	2	7	-5	-1	18
COc1c(C)cc(C(=O)C2CCCN(C(=O)CCc3scnc3C)C2)cc1C (stereo unspecified)	-4	-1	10	1	2	0	-9	1	3	4
O=C(Oc1ccc(Cl)cc1)c1ccc(N2CCOCC2)c([N+](=O)[O-])c1	1	-2	-32	-3	2	-2	3	1	-1	-3
CCOc1ccc(Cl)cc1S(=O)(=O)N1CCC(C(=O)NC2CC2)CC1	0	-2	0	-8	-4	-6	-23	0	-1	6
COCCCNc1nc(N)c([N+](=O)[O-])c(Nc2ccccc2OC)n1	-48	74*	-17	-5	16	0	1	-6	7	55
CC(=O)Nc1ccc(C(=O)OCC(=O)Nc2ccc([N+](=O)[O-])cc2C(F)(F)F)cc1	-2	-4	-10	-8	-3	-3	-5	1	-9	10
Cc1noc(NS(=O)(=O)c2ccc(N/C=C\C(=O)c3ccccc3)cc2)c1C	13	-2	-16	13	11	-1	9	-4	-3	-15
CC(C)(C)N(Cc1nc(-c2ccccc2)no1)C(=O)c1ccc2c(c1)OCO2	-4	-3	-15	2	1	-1	20	-8	6	-2
O=C(Nc1ccccc1)C1=C[C@H](C2CCCCC2)C[C@H](OCCCCO)O1	-2	0	nt	1	6	nt	-45	nt	-39	5
O=C1c2ccccc2NC(c2ccccc2)N1Cc1ccco1 (stereo unspecified)	-3	-2	-5	-1	5	6	17	-4	-5	15
CCOC(=O)C1=C(C)NC(C)=C(C(=O)OCC)C1c1ccc(C)o1	1	-2	2	2	-1	-2	8	0	0	12
CN(C)c1ccc(CNC(=O)c2ccc(CNc3c(N4CCCCC4)c(=O)c3=O)cc2)cc1	1	-2	7	28	3	-2	61*	-4	30	-28
CC(C)C(=O)NC(=S)Nc1sc2c(c1C(N)=O)CCCC2	-4	7	-9	5	2	-2	12	-7	5	-121
Cc1cccc(NC(=O)Cc2cccs2)n1	1	4	-59	2	-3	2	10	-3	14	-56
Cc1cnn(C(=S)NCc2ccco2)c1	0	nt	-13	1	-13	2	-29	-4	-13	-23
CCOC(=O)C1=C(C)NC(C)=C(C(=O)OCC)C1C(=O)OCC(=O)N(C)C	2	0	-14	7	-6	7	-1	-1	-4	11
O=C(O)c1cc(S(=O)(=O)N2CCCCCC2)ccc1Cl	0	-1	-8	-21	1	-2	-3	-7	-6	8
Cn1c(=O)c2c(SCC(=O)N3CCCc4ccccc43)nc(CC(C)(C)C)nc2n(C)c1=O	3	0	-3	-5	8	4	-9	0	0	21
CC12CN(Cc3ccccc3)CC(C)(CN(Cc3ccccc3)C1)C2=O	3	-3	6	-1	nt	1	-1	3	-8	-3
N#C/C(=C\c1c(N2CCCCC2)nc2ccccn2c1=O)C(=O)NCc1ccco1	1	-1	-9	-3	2	-4	-9	-2	-7	18
Cc1ccnc(NS(=O)(=O)c2ccc(NC(=O)Cc3ccc(Cl)cc3)cc2)n1	0	-3	0	-4	nt	-2	-15	-6	-4	6
CCc1nnc(NC(=O)CSc2nnc(C)n2CC2CCCO2)s1 (stereo unspecified)	1	0	-13	-2	-4	3	-19	-6	-8	1
Cn1nccc1C(=O)N1CCC(Cc2ccccc2)CC1	-3	0	-3	-8	-3	-3	-1	-8	1	11
Cc1ccc(-n2ncc3c(NNC(=O)c4ccco4)ncnc32)cc1C	0	-2	-51	0	0	8	-24	-7	-10	-60
Cc1ccc2nc3n(c2c1)CCCN3	-4	1	nt	0	2	nt	-4	nt	-6	-7
Cc1cccc(NC(=O)CSc2nnc(CCC(=O)Nc3ccc(C)c(Cl)c3)n2C)c1	-1	1	-14	-2	-4	0	10	1	5	-20
CCn1ncc(/C=N/N=C2\CCC3C4CCc5cc(O)ccc5C4CCC23C)c1C (stereo unspecified)	-3	-3	-6	1	1	-3	21	1	-3	-4
Cc1ccc(C2CCN(C(=S)NC(C)C)C2)cc1 (stereo unspecified)	2	0	-10	-2	-2	-2	12	-6	2	-2
CCOc1ccc(N(CC(=O)Nc2ccc(C)cc2)S(=O)(=O)c2c(C)noc2C)cc1	-1	-6	-1	-9	-2	-1	37	-1	27	0
CC1(C)CC(=O)/C(=C\c2cccc([N+](=O)[O-])c2)C(C)(C)N1	3	4	1	35	-9	6	76*	-2	52	-13

Of the compounds above, these have fluorine:
SMILES	GSK3beta inhib	GSK3 alpha inh	KLF5 inh	Platelet DG rel	DYRK1A inh	HSP90 inh	HSF1 activator	IEC-6 cytotox	HSF1 inhib	aSyn UTR inh
CCOc1cc(C(=O)N2CCc3cc(OC)c(OC)cc3C2)ccc1OC(F)F	nt	2	74*	nt	nt	3	nt	90*	nt	nt
O=C(O)/C=C/C(=O)N1CCN(S(=O)(=O)c2cc(C(F)(F)F)ccc2Cl)CC1	-2	0	-16	-3	7	5	-1	1	0	-9
CC(=O)Nc1ccc(C(=O)OCC(=O)Nc2ccc([N+](=O)[O-])cc2C(F)(F)F)cc1	-2	-4	-10	-8	-3	-3	-5	1	-9	10

(next part)
SMILES	GSK3beta inhib	GSK3 alpha inh	KLF5 inh	Platelet DG rel	DYRK1A inh	HSP90 inh	HSF1 activator	IEC-6 cytotox	HSF1 inhib	aSyn UTR inh
CCOc1ccccc1N1CCN(C(=O)CN2C(=O)NC3(CCCC3)C2=O)CC1	-5	8	nt	-6	nt	nt	2	nt	-1	5
CC(C)COP(=O)(OCC(C)C)C(O)c1ccc2c(c1)OCO2 (stereo unspecified)	1	-3	-21	-16	-4	-5	-1	-11	5	6
ClCc1csc(-c2ccccc2Cl)n1	-2	1	-13	1	-3	7	4	0	-1	-42
COc1ccc(-c2cc(C(F)(F)F)nc(N3CCOCC3)n2)cc1OC	2	1	-11	0	2	-4	8	-2	-6	18
COc1ccc(NC(=O)CCN2C(=O)[C@@H]3[C@H](C2=O)[C@H]2C=C[C@@H]3C2)cc1	-5	-1	-13	12	-4	-1	-6	2	-7	11
COCCNC(=O)c1ccc2c(c1)C(=O)c1ccccc1-2	-4	2	-18	-7	8	0	-14	10	4	-12
Cc1csc(NC(=O)C2C3C=CC(O3)C2C(=O)O)n1 (stereo unspecified)	-2	0	4	0	-11	2	14	0	-5	0
O=C(c1ccc([N+](=O)[O-])cc1)N1CCN(Cc2ccccc2)CC1	1	-3	-7	7	-3	-2	-51	3	-38	-10
COC(=O)c1ccc(N/N=C/c2cc([N+](=O)[O-])cc(OC)c2O)cc1	-5	-4	-16	3	-5	-6	-4	0	-5	-28
CC1CCCN(c2ccc([N+](=O)[O-])s2)C1 (stereo unspecified)	-2	nt	-8	-2	-1	-1	6	-6	-5	-7
Cc1ccc(C(CC(=O)N2CCCC2)c2ccccc2)c(O)c1 (stereo unspecified)	2	-3	-15	4	4	6	14	-2	5	-2
Cc1cccn2c(=O)c(C=C(C#N)C#N)c(N3CCN(C)CC3)nc12	1	1	-43	-8	6	0	-11	10	-4	7
c1ccc(-c2nnc(CN3CCN(c4ccccc4)CC3)o2)cc1	1	-1	-2	3	5	-1	-12	-5	2	-16

Bioassay records (PubChem)
